# VLA-4 inh: inhibition in human VLA-4 binding assay, primary screen, VLA-4 allosteric modulator project, MLPCN library, flow cytometry, VLA-4 expressing cells. inhibition, % (about 7 µM as worked out from the volumes in the protocol). Integrin alpha-4 (Homo sapiens), P13612. ligand binding flow cytometry. AID 2557, 2010. 330,000 tested, 0.2% active; in the data active means inhibition above about 50%
# PME-1 inh: PME-1 inhibitors via competitive probe labeling, primary screen, biochemical, fluorescence polarization, FP-Rh probe, HTS. Protein phosphatase methylesterase 1 (Homo sapiens), Q9Y570. recombinant PME-1. inhibition, % at 5.9 µM. 320,000 tested, 0.53% active. AID 2130, 2009;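 active means inhibition above the campaign mean of all compounds plus 3 SD, cut at about 26% in these data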;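 further: competitive labeling of PME-1 active site by serine hydrolase directed probe; 0% = PME-1 with DMSO and 100% = wells lacking PME-1 enzyme; inhibitors block probe labeling so polarization falls and inhibition rises; many of its hits are not listed in these tables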
# GLD-1 TGE inh: GLD-1/TGE RNA complex disruptors, primary screen, biochemical, fluorescence polarization; Female germline-specific tumor suppressor gld-1 (Caenorhabditis elegans), Q17339; purified GLD-1 + fluorescein TGE RNA; 320,000 tested, 0.44% active; inhibition, % at 5.96 µM;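 active means percent inhibition above a per-plate cutoff, the plate mean of test compounds plus 3 SD, cut at about 30% in these data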;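 further: 0% = DMSO wells with GLD-1 and probe and 100% = wells lacking GLD-1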
# Target sequence (Q17339 whole entry, looked up): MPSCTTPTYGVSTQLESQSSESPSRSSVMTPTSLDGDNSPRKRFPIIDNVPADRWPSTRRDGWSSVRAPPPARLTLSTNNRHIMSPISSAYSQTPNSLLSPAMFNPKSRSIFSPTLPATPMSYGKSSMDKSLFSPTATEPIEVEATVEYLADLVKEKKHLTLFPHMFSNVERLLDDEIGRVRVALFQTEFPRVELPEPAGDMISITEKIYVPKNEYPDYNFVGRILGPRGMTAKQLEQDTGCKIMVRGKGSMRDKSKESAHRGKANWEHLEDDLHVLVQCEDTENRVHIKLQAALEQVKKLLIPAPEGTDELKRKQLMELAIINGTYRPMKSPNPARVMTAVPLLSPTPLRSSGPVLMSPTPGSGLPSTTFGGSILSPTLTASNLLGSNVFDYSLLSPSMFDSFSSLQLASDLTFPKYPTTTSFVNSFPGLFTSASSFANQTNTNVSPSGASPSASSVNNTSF
# Fam108B inh: mouse Fam108B serine hydrolase inhibitors, primary screen, counter-screen for RBBP9 inhibitor project, biochemical, fluorescence polarization | recombinant Fam108B, FP-Rh probe fluorescence polarization | 300,000 tested, 0.33% active | AID 1947, 2009 | inhibition, % at 9.51 µM;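 active means inhibition above the screen mean inhibition plus 3 SD, computed separately per campaign, cut at about 18% in these data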;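 further: inhibitors lower polarization as less probe binds the enzyme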
# MEX-5 binding: MEX-5 zinc finger RNA-binding disruptors – biochemical, C. elegans, fluorescence polarization, MLPCN library, primary screen; MEX-5/FITC-TCR2 RNA binding; hits give low values; activity score (negative = inhibition of binding), % at 10 µM; 300,000 tested, 0.38% active; AID 1832, 2009;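 active means inhibition past about -25% in most replicates, and total fluorescence under double the plate's negative control median, limit read from the data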;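 further: 0% = DMSO and -100% = 5 µM competing unlabeled TCR2 RNA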
# Target sequence (Q9XUB2 whole entry, looked up): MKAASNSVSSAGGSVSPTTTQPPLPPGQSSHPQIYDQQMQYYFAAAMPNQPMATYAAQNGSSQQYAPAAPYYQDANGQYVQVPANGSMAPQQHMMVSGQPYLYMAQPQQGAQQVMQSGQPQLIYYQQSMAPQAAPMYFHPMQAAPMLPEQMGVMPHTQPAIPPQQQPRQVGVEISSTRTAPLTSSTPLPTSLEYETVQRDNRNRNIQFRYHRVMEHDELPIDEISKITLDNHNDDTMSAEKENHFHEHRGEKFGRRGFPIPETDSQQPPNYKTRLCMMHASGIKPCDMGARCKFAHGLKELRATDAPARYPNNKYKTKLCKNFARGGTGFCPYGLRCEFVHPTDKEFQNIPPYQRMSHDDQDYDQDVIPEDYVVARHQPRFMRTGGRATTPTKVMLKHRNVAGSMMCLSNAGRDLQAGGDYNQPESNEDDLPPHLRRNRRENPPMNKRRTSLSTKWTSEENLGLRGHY
# GRK2 aptamer HTS: compounds blocking aptamer binding on GRK2 – biochemical, human GRK2, bead flow cytometry, HTS, primary screen; Beta-adrenergic receptor kinase 1 (Homo sapiens), P25098; 330,000 tested, 0.59% active; AID 488847, 2010; inhibition of aptamer binding, % at 10 µM; FAM-aptamer displacement from GRK2;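 active means inhibition of aptamer binding above 40%, roughly 3 SD of noise, on plates passing a quality check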;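 further: median bead fluorescence of bound FAM aptamer so fluorescent compounds give negative values; no value below 0 was filed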
# Bcl-xL primary: inhibitors of human Bcl-xL, primary screen, biochemical, fluorescence polarization, HTS. Bcl-2-like protein 1 (Homo sapiens), Q07817. GST-Bcl-xL / FITC-Bim BH3 peptide fluorescence polarization. inhibition, % at 10.9 µM. 320,000 tested, 0.7% active;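 active means inhibition above the mean of all tested compounds plus 3 SD, cutoff set per campaign, cut at about 30% in these data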;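 further: 0% = DMSO wells and 100% = unlabeled Bim-BH3 peptide competitor; inhibitors lower millipolarization by displacing the labeled peptide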
# MCL1 BIM primary: inhibitors of MCL1 binding to BIM-BH3, primary screen, biochemical, fluorescence polarization. Induced myeloid leukemia cell differentiation protein Mcl-1 (Homo sapiens), Q07820. GST-MCL1 / FITC-Bim-BH3 fluorescence polarization. 320,000 tested, 0.68% active. inhibition, % at 10.9 µM;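 active means inhibition above the mean inhibition of all tested compounds plus 3 SD, set per campaign, cut at about 40% in these data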;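 further: 0% = DMSO wells and 100% = unlabeled Bim-BH3 peptide control; higher means more loss of mP so more displacement of Bim peptide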
# Efflux pump mplx: inhibitors of Candida efflux pumps in yeast, primary screen, S. cerevisiae, Nile Red, multiplex. S. cerevisiae Candida pump triplex. inhibition, % at 10 µM. 330,000 tested, 0.44% active. AID 485275, 2010;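 active means plate passing quality check with inhibition over a set limit, or well fluorescence over plate mean plus 4 SD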;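 further: Nile Red retained in pooled yeast measured as flow cytometry median fluorescence; 0% = buffer negative control and 100% = Enniatin B positive control; higher means more Nile Red kept so more efflux inhibition; some compounds called inactive have numbers as strong as hits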
# Numbers without * were called inactive; nt = not tested or not shown.
# Every second line gives: VLA-4 inh	PME-1 inh	GLD-1 TGE inh	Fam108B inh	MEX-5 binding	GRK2 aptamer HTS	Bcl-xL primary	MCL1 BIM primary	Efflux pump mplx
CSc1ccccc1NC(=O)C1CC(c2ccccc2Cl)=NO1 (stereo not given)
    5	4	5	2	-2.9	2	1	1	0.0
CC(=O)c1ccc(NC(=O)C(C)Oc2ccc(N(C)S(=O)(=O)c3ccc(C)cc3)cc2)cc1 (stereo not given)
    11	5	10	nt	nt	1	-3	-5	0.2
C/C(=N/OC(=O)c1c(F)cccc1F)c1nccs1
    5	3	-5	-1	0.1	2	5	4	0.3
COc1ccc(OCc2cc(C(=O)NCC3(C)COC3)no2)c(Cl)c1
    0	-1	-2	-4	-1.2	3	-2	-11	0.0
O=C(CS(=O)(=O)c1ccccc1Cl)N1CCOCC1
    -7	6	-3	0	-1.1	5	5	11	0.0
Cc1ccc(C2CC(C(F)F)n3ncc(C(=O)Nc4c(C)nn(Cc5c(F)cccc5Cl)c4C)c3N2)cc1 (stereo not given)
    21	-2	7	-6	3.0	0	6	3	0.2
Cc1ccc(NC(=O)COc2ccc(/C=N/NC(=O)CSCc3ccccc3)cc2)cc1
    0	-7	5	-10	0.7	0	-1	-2	0.1
CC(OC(=O)c1cccs1)C(=O)NCc1ccccc1 (stereo not given)
    1	-4	-3	3	-1.4	0	-2	0	0.2
Cc1ccc(S(=O)(=O)N(C)C)cc1NC(=O)CN1C(=O)NC(Cc2ccccc2)C1=O (stereo not given)
    1	0	2	1	0.1	3	1	-1	0.0
COc1ccc(S(=O)(=O)NCC2CCCN(C(=O)c3cccs3)C2)cc1 (stereo not given)
    0	6	-6	1	-0.8	0	3	6	0.1
COc1ccccc1NC(=O)COc1ccc(C(=O)NCC2CCCO2)cc1OC (stereo not given)
    10	nt	1	nt	nt	0	nt	nt	-0.1
CN(Cc1ccccc1F)C(=O)CCCNC(=O)c1ccc(Cl)cc1
    3	-5	8	2	0.2	6	-3	-7	-0.1
C/C(=N\NC(=O)c1ccccc1F)c1ccc2c(c1)Nc1ccccc1S2
    29	0	8	-2	-2.5	1	-9	-20	-0.2
COc1ccc(NC(=O)c2ccc(OC)cc2)cc1
    0	-1	3	8	1.6	0	2	-3	-0.3
O=C(CCCc1ccccc1)NCc1ccccn1
    -5	-2	-2	-1	1.2	1	0	-10	-0.1
CS(=O)(=O)N(CC(=O)NCc1ccccc1)Cc1ccc(Cl)cc1
    -7	1	2	2	0.1	0	0	0	-0.3
COc1ccc(C(=O)Nc2cccnc2)cc1OC
    -4	1	-1	5	-1.8	0	0	4	0.1
CC(C)(Oc1ccc(Cl)cc1)C(=O)N(Cc1ccccc1)c1ccccn1
    -16	-4	3	-1	0.3	3	-2	-6	0.3
COc1ccc(C(=O)NNC(=O)CSc2nnc(C(C)C)n2C)cc1
    2	2	1	3	3.3	0	7	1	0.1
CC(C)Cc1nc2sc3c(c2c(=O)n1N)CC(C)(C)OC3
    2	-6	9	2	-1.0	0	-3	-2	0.0
CCN(CC)CCNC(=O)c1ccc(NC(=O)c2ccc3c(c2)CCC3)cc1
    6	-7	14	-3	-0.4	0	48*	22	0.1
O=C(NCc1ccccc1)C(=O)NCC(c1ccco1)N1CCOCC1 (stereo not given)
    3	-3	2	1	0.5	0	9	8	0.2
Cc1cc(C(=O)NCc2ccc3c(c2)OCO3)c(C)o1
    -4	4	-2	-3	0.8	2	1	-4	0.0
O=C(O)c1cn[nH]c1-n1cnnn1
    20	-3	-4	-3	-1.5	1	0	-6	0.0
COCCN1C(=O)CC(NNC(=O)c2ccc(S(=O)(=O)N3CCCC3)cc2)C1=O (stereo not given)
    2	0	0	-3	0.2	0	6	-2	0.0
CN(CC1CCOCC1)C(=O)CC1C(=O)NCCN1C/C=C/c1ccccc1 (stereo not given)
    -7	-3	0	-6	0.7	0	0	5	-0.1
Cc1ccc(-c2nc(SC(C)C(=O)N3CCCC3)n[nH]2)cc1 (stereo not given)
    -1	-5	1	-1	0.3	2	-4	-2	0.0
Cc1ccc(C(=O)NCc2nnc(SCC(=O)Nc3sc4c(c3C#N)CCCC4)n2C)cc1
    3	3	-6	-2	-0.9	2	4	-1	-0.2
CCC(CC)C(=O)OCC(=O)Nc1cccc([N+](=O)[O-])c1
    -9	2	4	1	2.8	2	0	-4	0.0
Cc1ccc(S(=O)(=O)Oc2ccccc2N2C(=O)C3C4CCC(C4)C3C2=O)cc1 (stereo not given)
    -12	5	7	0	3.1	1	2	-6	-0.1
Cc1ccc(OCC(=O)NCCO)cc1C
    -5	-3	0	-1	-1.1	0	1	-2	-0.1
COc1ccc(C(C(=O)NCC2CCCO2)N(C(=O)CNC(=O)c2ccco2)c2ccccc2)cc1OC (stereo not given)
    -2	-5	3	3	0.9	0	-1	3	-0.3
O=C(Oc1cccc(-n2cnnn2)c1)c1ccco1
    8	-1	6	-3	0.3	1	-1	9	-0.2
CCOC(=O)c1cnc(SSc2ncc(C(=O)OCC)c(N)n2)nc1N
    1	3	5	0	0.3	0	0	4	0.1
C=CCN1C(=O)C2(OCCCO2)c2cccc(C)c21
    -17	-2	-9	8	2.2	0	5	5	-0.1
O=C(Cn1cnc2c(OCc3ccccc3)ncnc21)NCCN1CCOCC1
    -16	nt	-4	nt	nt	0	nt	nt	-0.1
Cc1ccc(Cl)cc1N(CC(=O)NCc1ccccc1)S(C)(=O)=O
    26	1	-1	0	0.4	4	1	2	-0.2
COc1ccc(S(=O)(=O)N2CCC(C(=O)N3CCc4ccccc4C3)CC2)cc1OC
    4	2	1	-1	-0.6	0	5	6	-0.1
CCCCN=C1NC(=O)C(CC(=O)Nc2ccc(Cl)cc2)S1 (stereo not given)
    8	3	5	-1	-0.1	0	5	1	-0.1
COc1ccc([C@@H]2COc3c(ccc4c3C=CC(C)(C)O4)C2)c(OC)c1
    24	-5	3	-1	-0.4	2	1	-4	0.1
CC(C)CN1C(=O)c2ccc(NC(=O)C3CC3)cc2C1=O
    3	-1	4	2	-1.6	0	5	2	-0.1
O=c1[nH]c(-c2ccc(-c3cccc(Cl)c3)o2)nc2ccccc12
    6	nt	-5	nt	nt	0	nt	nt	0.0
CCN1CCN(CC(=O)c2c(C)n(C)c3ccc(OC)cc23)CC1
    -8	3	1	-3	nt	0	4	-4	-0.1
O=C(CN(Cc1ccco1)C(=O)Cn1nnc(-c2cccs2)n1)NCC1CCCO1 (stereo not given)
    38	-1	-6	0	-0.7	1	3	-3	-0.1
O=C(NCC1CCCO1)c1ccc2ccccc2n1 (stereo not given)
    -3	-7	2	4	0.4	3	-2	1	-0.1
O=C(O)CNC(=O)c1ccc2c(c1)OCCO2
    2	-4	1	3	0.7	0	5	4	-0.2
CCOCCCN(C(=O)c1snc(C(N)=O)c1N)C(C(=O)NC1CCCC1)c1ccc(O)cc1 (stereo not given)
    6	-4	3	3	0.5	0	2	-4	0.0
Cc1ccccc1OCC(=O)NNC(=O)c1ccc(-c2ccccc2)cc1
    7	-32	0	-6	1.2	1	2	3	0.1
Cc1ccccc1-n1c(=O)cc(N2CCc3ccccc32)[nH]c1=O
    -16	2	-6	0	3.8	1	-1	-4	0.3
O=C(CNS(=O)(=O)c1ccc(Cl)cc1)NNC(=O)c1cccnc1
    1	-5	-3	0	-6.3	0	3	-1	0.0
COc1ccc(S(=O)(=O)NCc2ccncc2)cc1NC(=O)c1ccc(Cl)cc1
    -2	3	2	4	1.3	2	-4	-6	-0.1
CCOc1ccc(NC(=O)C2CCCN(c3nc(C)cc(C)n3)C2)cc1 (stereo not given)
    5	0	-1	0	-0.2	2	4	0	0.1
Cc1nnc(SCC(=O)N(CC(C)C)c2c(N)n(Cc3ccccc3)c(=O)[nH]c2=O)n1N
    8	3	6	1	2.6	1	-6	-18	-0.1
Cc1ccc(/C=N/NC(=O)c2cc(-c3cccnc3)nc3ccccc23)cc1
    25	1	-16	-3	-3.3	2	2	5	-0.1
COc1cc(NC(=O)c2cc(-c3cccnc3)nc3ccc(C)cc23)c(OC)cc1Cl
    -5	2	-1	0	1.7	0	1	7	0.1
COCC(C)n1c(C)cc(C(=O)COC(=O)c2cccn2C)c1C (stereo not given)
    -6	nt	0	nt	nt	0	nt	nt	0.2
CCc1ccccc1Nc1ccc(C(=O)O)cc1N
    8	3	5	3	-3.7	2	14	12	-0.2
CCOC(=O)NC1(C(F)(F)F)NC(=O)N(c2ccc(F)cc2)C1=O (stereo not given)
    -4	-8	-2	-5	-0.7	1	3	0	-0.1
Cc1ccc(-c2nc(=O)[nH]c3ccccc23)cc1
    10	-4	-3	-4	0.8	0	2	-10	0.6
Cc1ccccc1OCC(=O)N1CCCCCCC1
    11	2	5	4	-3.5	0	4	10	0.2

# (next part)
# Every second line gives: VLA-4 inh	PME-1 inh	GLD-1 TGE inh	Fam108B inh	MEX-5 binding	GRK2 aptamer HTS	Bcl-xL primary	MCL1 BIM primary	Efflux pump mplx
COc1ccc(C2/C=C\CN(Cc3ccc(N(C)C)cc3)CC(=O)N2Cc2ccc(F)cc2)cc1 (stereo not given)
    12	3	1	7	3.4	2	2	5	0.0
CCOC(=O)/C=C/C(=O)Nc1cccc([N+](=O)[O-])c1
    3	-2	4	0	-2.5	1	8	6	0.1
O=C(Cc1ccccc1)NCC(=O)N1CCN(Cc2cccc(Cl)c2)CC1
    4	nt	2	nt	nt	0	nt	nt	0.3
O=S(=O)(c1ccc(N2CCCC2c2nc3ccccc3s2)nc1)N1CCOCC1 (stereo not given)
    -22	-5	6	1	0.8	0	4	1	-0.2
O=C(CC1C(=O)NCCN1Cc1cccc(Oc2ccccc2)c1)NCCCn1cccn1 (stereo not given)
    19	-2	5	-1	0.0	0	12	10	0.2
O=C(N/N=C/c1ccc(-c2ccc(S(=O)(=O)Nc3ncccn3)cc2)o1)c1cc2ccccc2cc1O
    2	-3	6	24*	0.0	0	14	64*	0.1
CC(C)(C)c1ccc(/C=N/NC(=O)C[n+]2ccccc2)cc1
    28	-2	8	5	0.7	0	3	-6	-0.2
CC1(C)CC(=O)C(CC2=C(O)CC(C)(C)CC2=O)C(=O)C1
    16	1	2	1	0.6	9	8	17	0.0
COc1ccc2[nH]c(C(=O)Nc3ncc(C)cc3Br)cc2c1
    16	-3	8	-5	0.3	0	14	52*	0.0
CN(C(=O)Nc1ccc(Cl)c(Cl)c1)c1ccccc1C(=O)O
    5	-11	4	-7	-1.3	2	4	4	0.0
COc1ccc(C)cc1S(=O)(=O)N(CC(=O)NCc1ccco1)c1ccc(C)cc1
    4	7	-6	-1	1.5	0	4	-1	-0.1
CCN(CC)C(=O)COc1ccc(/C=C(\C#N)S(=O)(=O)c2ccccc2)cc1OC
    0	3	-3	0	0.2	2	3	-5	-0.1

# This is a subset; count on the stated rates, not on these rows.
